High-throughput results deposited in PubChem by National Center for Advancing Translational Sciences (NCATS).
LmPK inh – qHTS Assay for Inhibitors of Leishmania Mexicana Pyruvate Kinase (LmPK). purified LmPK, Kinase-Glo ATP luminescence, 1 h. actives 0.37% (n = 290,000). Potency, µM (series often up to 57.5 µM), without a hit: top-dose activity change, negative = inhibition, actives largely listed as inhibitors. AID 1721, 2009. Q27686; also: potency is read from the fitted curve at half-maximal effect; % is scaled to controls: 0 for no effect and ±100 for the full control effect
Target sequence (Q27686 whole entry, looked up): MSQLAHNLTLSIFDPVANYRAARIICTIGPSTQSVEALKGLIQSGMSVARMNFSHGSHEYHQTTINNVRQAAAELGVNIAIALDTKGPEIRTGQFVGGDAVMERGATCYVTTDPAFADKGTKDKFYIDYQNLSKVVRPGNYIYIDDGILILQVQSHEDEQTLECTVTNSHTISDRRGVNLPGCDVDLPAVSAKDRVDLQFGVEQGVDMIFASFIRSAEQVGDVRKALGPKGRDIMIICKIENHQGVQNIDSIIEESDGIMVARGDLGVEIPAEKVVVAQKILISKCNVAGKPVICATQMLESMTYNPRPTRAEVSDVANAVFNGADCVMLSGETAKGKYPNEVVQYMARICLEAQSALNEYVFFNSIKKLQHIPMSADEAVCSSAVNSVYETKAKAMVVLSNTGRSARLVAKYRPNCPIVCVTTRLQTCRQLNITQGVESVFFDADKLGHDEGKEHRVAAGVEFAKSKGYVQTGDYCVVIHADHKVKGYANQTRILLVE
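qHTS format; LmPK 0.1 nM; substrates PEP 0.5 mM and ADP 0.1 mM. One-hour room-temperature incubation, then coupled luciferase luminescence; 0.5 nM enzyme wells mark activation.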
TbPYK inhibitor – qHTS of Trypanosoma Brucei Inhibitors. TbPYK enzyme, Kinase-Glo Plus ATP luminescence, 45 min. pyruvate kinase (Trypanosoma brucei), Q57TT1. actives 0.12% (n = 410,000). Potency, µM (series often up to 76.8 µM), without a hit: at the top dose activity, negative = inhibition, usual class: inhibitors; also: potency is read from the fitted curve at half-maximal effect; % is scaled to controls: 0 for no effect and ±100 for the full control effect; nearly all actives have a fitted effect of over 50% in size
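Readout: single end-point luminescence (Kinase-Glo Plus, 10 min). Reaction conditions were TbPYK/substrate plus 130 uM ADP, 45 min at RT, pH 7.2 TEA buffer. No-enzyme wells served as controls, and data were normalized before concentration-response fitting.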
AmpC no deterg – qHTS Inhibitors of AmpC Beta-Lactamase (assay without detergent). Potency, µM (top dose mostly 57.1 µM), inactives show top-dose activity change, negative = inhibition, most hits filed as inhibitors. P00811. actives 0.52% (n = 330,000). AmpC nitrocefin hydrolysis, absorbance 480 nm, 0.0001% Triton;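 also: potency is read from the fitted curve at half-maximal effect; plate controls were no compound for no effect and no enzyme for full effect; nearly all actives have a fitted effect of over 20% in size; some results filed as inactive show a strong effect at the top dose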
Target sequence (P00811 whole entry, looked up): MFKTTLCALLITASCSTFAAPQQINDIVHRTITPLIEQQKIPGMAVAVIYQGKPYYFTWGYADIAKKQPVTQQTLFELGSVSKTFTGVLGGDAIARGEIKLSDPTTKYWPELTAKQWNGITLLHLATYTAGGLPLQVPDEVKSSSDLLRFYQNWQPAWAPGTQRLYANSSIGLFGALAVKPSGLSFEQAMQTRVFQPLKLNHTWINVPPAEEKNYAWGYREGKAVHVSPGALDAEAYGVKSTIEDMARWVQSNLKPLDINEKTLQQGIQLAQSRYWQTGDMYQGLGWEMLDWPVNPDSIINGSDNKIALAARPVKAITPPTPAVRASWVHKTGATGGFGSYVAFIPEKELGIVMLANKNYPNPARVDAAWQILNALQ
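AmpC (5.3 nM in the dispensed reagent) in 20 mM phosphate pH 7.0 with 0.01% (detergent screen) or 0.0001% Triton X-100 was preincubated with compounds for 15 min at room temperature. Nitrocefin was then added from an 800 uM solution, and hydrolysis was followed at 480 nm.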
Shiga toxin inh – A qHTS for Small Molecule Inhibitors of Shiga Toxin; Vero cells, Shiga toxin protein synthesis inhibition reporter; inhibition, % at 38.7 µM; actives 9.2% (n = 290,000); in the data active = inhibition mostly above about 28%, no sharp cut-off; inactive = mostly below about 43%; also: 0% is about no effect
Pf growth 48h – Primary qHTS for delayed death inhibitors of the malarial parasite plastid, 48 hour incubation; P. falciparum luciferase growth in erythrocytes, 48 h; Potency, µM (doses to about 28.7 µM), inactives show at the top dose activity change, negative = inhibition, hits mostly inhibitors; actives 5.9% (n = 310,000); also: potency is read from the fitted curve at half-maximal effect; % is scaled to controls: 0 for no effect and ±100 for the full control effect
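Erythrocytes infected with P. falciparum carrying an integrated firefly luciferase reporter (2% hematocrit, 0.1% parasitemia final) were exposed to compounds in RPMI 1640 with 0.5% Albumax at 37 C, 5% CO2. Growth inhibition was scored as reduced luminescence.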
Pf growth 96h – Primary qHTS for delayed death inhibitors of the malarial parasite plastid, 96 hour incubation. P. falciparum luciferase reporter growth, 96 h. Potency, µM (top dose mostly 28.7 µM), for inactives: top-dose activity change, negative = inhibition, usual class: inhibitors. actives 6.9% (n = 320,000); also: potency is read from the fitted curve at half-maximal effect; % is scaled to controls: 0 for no effect and ±100 for the full control effect
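Plates of compound plus infected erythrocytes (2% hematocrit, 0.05% parasitemia final) incubate 96 hours, 37 C, 5% CO2. Detection reagent added; reduced luminescence from the parasites' luciferase reporter flags inhibition.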
CHX counter – Cycloheximide Counterscreen for Small Molecule Inhibitors of Shiga Toxin | cell reporter, cycloheximide protein synthesis inhibition counterscreen | max response, % | actives 12% (n = 300,000) | AID 2314, 2010; in the data active = max response mostly above about 13%, no sharp cut-off; inactive = mostly below about 14%; also: read at 38.3 µM for the half of the compounds with a filed dose; 0% is about no effect
* hit, by the source's call; ? = inconclusive; nt = not tested or not shown; [ ] = remark or other dose. Unless noted, calls follow the shape of the dose curve; as a rule, active = well fitted curve in the direction sought with a large enough effect; inconclusive = small, poorly fitted or top-dose-only effect, or another doubt; inactive = no such curve, though single readings can be large; an effect the other way counts as inactive or inconclusive.

Molecule	LmPK inh	TbPYK inhibitor	AmpC no deterg	Shiga toxin inh	Pf growth 48h	Pf growth 96h	CHX counter
COc1ccc(CCNC(=O)c2noc(C)c2[N+](=O)[O-])cc1OC	6%	-2%	-16%	4	-4%[0.00184 µM]	46%[activator]	-6
Cc1nc2c(c3c1[nH]c1ccccc13)C(=O)CC(C)(C)C2	6%	-3%	45%	-30	?	-18%	-8
CCC(C)N(C(=O)CSc1ccc(NC(C)=O)cc1)C1CCS(=O)(=O)C1 (centres undefined)	1%	-3%	2%	-6	-2%	18%	-7
COC(=O)c1cccc(S(=O)(=O)N(Cc2ccco2)Cc2cc3cc(OC)ccc3[nH]c2=O)c1	2%	-15%	-2%	8	nt	-26%	3
CC(C)(C)c1cc(/C=N/NC(=O)C[n+]2ccccc2)cc(C(C)(C)C)c1O	2%	-1%	38%	-10	?	4%	-4
Cc1ccc(N2C(=O)CC(N3CCN(c4ccc(F)cc4)CC3)C2=O)c(C)c1 (centres undefined)	1%	-2%	-2%	-6	0%	0%	-1
CC(C)CNC(=O)CSc1ccc(S(=O)(=O)N2CCN(C)CC2)cn1	nt	0%	-5%	nt	-1%	?	nt
O=C(COc1cccc(Br)c1)N/N=C1\CCSC1	6%	3%	-15%[11.4 µM]	-8	-8%	6%	-1
Cc1oc2c(c1C(=O)Nc1cccc3ccccc13)CCCC2	4%	-10%	-17%	25	nt	?	12
O=C(CCC1CCCCC1)Nc1ccccc1C(=O)N1CCOCC1	1%	3%	-15%	11	0%	-13%	1
CCOC(=O)N1CCC(NC(=O)c2ccc(Cl)cc2)CC1	-3%	2%	87%[activator]	-5	-8%	12%	-4
COC(=O)C1CCN(C(=O)COC(=O)CSc2ccc(C(N)=O)cc2[N+](=O)[O-])CC1	nt	0%	-6%	nt	21%	-1%	nt
COc1cc2[nH]c3c(N4CCC(C(N)=O)CC4)ncnc3c2cc1OC	12%	nt	-16%	17	17%	?	-3
NS(=O)(=O)c1ccc(NC(=S)N2CCC(Cc3ccccc3)CC2)cc1	1%	-30%	0%	-10	6%	22%	-5
CCCn1c(SCC(=O)NC(C)C23CC4CC(CC(C4)C2)C3)n[nH]c1=O (centres undefined)	6%	-10%	-1%	29	-27%	nt	9
CCOCCn1c(N2CCCN(C)CC2)nc2ccccc21	nt	-8%	nt	nt	0%	?	nt
Cc1nnc(N2C(=O)C(O)=C(C(=O)c3ccco3)C2c2ccc(C(C)C)cc2)s1 (centres undefined)	0%	-15%	-46%	64*	27%	?	40*
Cc1nn(C)cc1C(C(=O)NC1CCCCC1)N(CCc1ccccc1)C(=O)c1cnccn1 (centres undefined)	2%	-2%	45%	-3	-21%	4%	-2
O=C(Nc1ccccc1C(=O)NCC1CCCO1)c1ccc(Cl)cc1 (centres undefined)	-10%	6%	-9%	-5	?	?	-4
Cc1ccc(/C=N/NC(=O)c2ccccc2OCc2ccc(F)cc2)o1	2%	0%	-24%	25	?	?	4
COc1cccc2c1Oc1ncccc1N(C(=O)CCC(=O)NCc1ccccc1F)C2	1%	3%	15%	-3	-14%	12µM*	-2
Cc1ccc(C(=O)COC(=O)CNC(=O)c2ccccc2)s1	nt	-9%	-12%	nt	29%	18%	nt
Cn1c(CCNC(=O)c2ccccc2F)nnc1SCC(=O)Nc1ccccc1F	-4%	4%	-3%	-5	8%	?	0
COc1cccc(-c2nn(-c3ccccc3)cc2CN(C)Cc2ccno2)c1	7%	-5%	45%	-3	-7%	48%[activator]	-1
CCCCCCOC(=O)Cc1c(C)nc(-c2ccccc2)[nH]c1=O	-3%	-2%	-20%	-7	2.3µM*	?	-5

Molecule	LmPK inh	TbPYK inhibitor	AmpC no deterg	Shiga toxin inh	Pf growth 48h	Pf growth 96h	CHX counter
N#C/C(=C\c1c(N2CCC(C(N)=O)CC2)nc2ccccn2c1=O)C(=O)NCc1ccco1	1%	3%	3%	0	-3%	?	-4
Cc1nn(C2CCCO2)c(=O)nc1N (centres undefined)	3%	nt	4%	37	17%	-24%[5.75 µM]	1
CCOC(=O)C(C)Oc1ccc2c(CC)cc(=O)oc2c1C (centres undefined)	0%	-6%	-5%	-9	2%	nt	-2
Cc1ccc(C)c(OCc2nnc(NC(=O)c3ccco3)s2)c1	5%	-4%	-14%	-9	8%	10µM*	-2
CN(C)C(=O)Oc1noc2cc(Cl)ccc12	2%	0%	-15%	17	?	3.3µM*	10
Cc1ccc2nc(SCC(=O)c3ccc(Cl)s3)[nH]c2c1	3%	-6%	-51%	54	-21%	9%	23
COc1ccc(CN2C(=O)CC(Cc3cc(C)cc(C)c3)C2=O)cc1OC (centres undefined)	2%	-3%	76%[activator]	-4	?	?	-1
CC(=O)Nc1ccc(S(=O)(=O)NCCSCc2ccc(Cl)cc2Cl)cc1	6%	2%	-12%	11	2%	?	1
COC(=O)c1[nH]c2c(c1C)C(=O)CC(c1ccc(OC)c(OC)c1)C2 (centres undefined)	3%	-9%	1%	25	nt	30%[activator]	-2
Cc1ccc(C(=O)CCC(=O)NC2CCCC(C)C2C)cc1 (centres undefined)	-3%	1%	20%	-2	0%	40%[activator]	0
COc1ccc(CCN(Cc2ccccn2)C(=S)Nc2cccc(C)c2)cc1OC	1%	-2%	100%[activator]	-5	12µM*	-24%	-1
CCn1ncc(Br)c1C(=O)NC(C)c1ccccc1 (centres undefined)	-2%	0%	-9%	19	4%	-8%	-1
CC(Nc1ccc(Br)cc1)C(=O)N/N=C/c1ccccc1OCc1ccccc1 (centres undefined)	-1%	0%	-14%	-6	nt	-3%	-5
COc1ccc(CCNC(=O)Nc2cc(F)c(F)cc2Cl)cc1OC	0%	-3%	-19%	0	-29%	151%[activator]	6
Cc1ccc(NC(=O)O/N=C/c2ccc(F)cc2)cc1	2%	7%	-25%	47*	40%[activator]	5.9µM*	33*
CC1(C)C(CC2OCC(CN3CCCCC3)O2)[C@H]2CC[C@@H]1C2 (some centres undefined)	-1%	2%	-15%	3	0%	-2%	-2
Cc1ccc(C(=O)NC(C(=O)OCc2cn3cc(Cl)ccc3n2)C(C)C)cc1 (centres undefined)	nt	5%	7%	nt	?	?	nt
N#CC1=C(N)Oc2n[nH]c(-c3ccccc3)c2C1c1cccnc1 (centres undefined)	-1%	-2%	-28%	-11	-30%	-7%	3
CC(C)CC(COCc1ccc([N+](=O)[O-])cc1)N1CCN(C(=O)c2ccc(C(F)(F)F)cc2)CCC1=O (centres undefined)	3%	-2%	307%[activator]	8	?	?	0
COCCCNCCOCCOc1ccc(Cl)cc1Br	-3%	-8%	7%	-14	?	?	-4
CC(C)(C)c1cc(NCc2ccccn2)n2ncc(-c3ccccc3)c2n1	-2%	2%	-4%	97*	?	?	51*
CC1CCN(C(=O)c2[nH]cnc2C(=O)N[C@@H](CCCCNC(=O)OC(C)(C)C)C(=O)OC(C)(C)C)CC1	5%	3%	165%[activator]	-1	?	?	-2
CCC(CC)c1nnc(NC(=O)c2nn(C)c(=O)c3ccccc23)s1	6%	nt	4%	17	-8%	3%	-4
Clc1ccc(C(c2ccc(Cl)cc2)n2cc[n+](CC(OCc3ccc(Cl)cc3Cl)c3ccc(Cl)cc3Cl)c2)cc1 (centres undefined)	nt	6%	54%	nt	?	?	nt
Cc1ccccc1SCC(=O)OCC(=O)Nc1sccc1C(N)=O	4%	-18%	-25%	-4	-4%	-19%	6

Five structures out of the list, sorted by formula weight, high to low:
Molecule	LmPK inh	TbPYK inhibitor	AmpC no deterg	Shiga toxin inh	Pf growth 48h	Pf growth 96h	CHX counter
Clc1ccc(C(c2ccc(Cl)cc2)n2cc[n+](CC(OCc3ccc(Cl)cc3Cl)c3ccc(Cl)cc3Cl)c2)cc1 (centres undefined)	nt	6%	54%	nt	?	?	nt
Cc1ccccc1SCC(=O)OCC(=O)Nc1sccc1C(N)=O	4%	-18%	-25%	-4	-4%	-19%	6
CC(C)(C)c1cc(NCc2ccccn2)n2ncc(-c3ccccc3)c2n1	-2%	2%	-4%	97*	?	?	51*
Cc1ccc(NC(=O)O/N=C/c2ccc(F)cc2)cc1	2%	7%	-25%	47*	40%[activator]	5.9µM*	33*
Cc1nn(C2CCCO2)c(=O)nc1N (centres undefined)	3%	nt	4%	37	17%	-24%[5.75 µM]	1

Next part.
Molecule	LmPK inh	TbPYK inhibitor	AmpC no deterg	Shiga toxin inh	Pf growth 48h	Pf growth 96h	CHX counter
Cc1csc(NC(=O)CSc2nc(C)nc3c2c(=O)n(C)c(=O)n3C)n1	-6%	0%	-11%	15	-20%	-32%	-1
N#Cc1ccc(C(=O)NCC(c2ccco2)N2CCCC2)cc1 (centres undefined)	2%	3%	-15%	-10	-25%	?	1
Cc1ccc(SCc2nc(N)nc(Nc3ccccc3C)n2)cc1C	0%	-4%	-19%	8	0%	?	10
CCOC(=S)N/C(=N\S(=O)(=O)c1ccccc1)c1ccccc1	2%	2%	-19%	20	-10%	35%[activator]	-2
COc1cccc(N2C(=O)C3CCCN3C2c2ccc(N(C)C)cc2)c1 (centres undefined)	-2%	-4%	-14%	-2	nt	3%	-2
COC(=O)c1cc(C)ccc1OCc1ccc([N+](=O)[O-])cc1	5%	-2%	2%	16	40%[activator]	34%[activator]	9
CCCNC(=O)c1c(N)n(-c2cccc(OC)c2)c2nc3ccccc3nc12	2%	1%	54%	18	?	25%	10
Cn1c(=O)c2ncn(CC(=O)NC3CCCCCC3)c2n(C)c1=O	2%	-6%	-9%	-15	4%	-4%	-3
COC(=O)[C@H](CC(C)C)NCc1cccc(CN[C@@H](CC(C)C)C(=O)OC)c1	-4%	2%	160%[activator]	-3	?	?	1
Cc1cccc(N(CC(=O)NC2CCCC2)C(=O)CCC(=O)Nc2cc(C)on2)c1	-7%	3%	32%	-5	-19%	3%	-3
Cc1cc(CNC(=O)c2ccc3oc(C(C)C)nc3c2)nn1C	7%	-2%	-5%	7	23%	2%	-1
O=C(Cc1ccccc1)NC(NC(=S)Nc1cc(Cl)ccc1Cl)C(Cl)(Cl)Cl (centres undefined)	-1%	-9%	-43%	-8	?	13%	-3
CC1(C)CC(=O)C2=C(C1)OC(N)=C(C#N)C2Cc1ccccc1 (centres undefined)	-1%	-2%	0.32µM*	-1	0%	-18%	-1
CC1CCC(C(C)C)C(OC(=O)COC(=O)c2ccc(=O)[nH]c2)C1 (centres undefined)	0%	-1%	51%	-5	64%[activator]	117%[activator]	-2
